# 12-LOX inh: Primary qHTS assay for inhibitors of human arachidonate 12S-lipoxygenase (ALOX12): Round 2 | AID 1671190, 2021 | 580,000 compounds, 1.1% hits | Polyunsaturated fatty acid lipoxygenase ALOX12 (Homo sapiens), P18054 | purified 12hLO, xylenol orange hydroperoxide absorbance | Potency, µM (highest dose often 108 µM), for the others: top-dose activity change, negative = inhibition, usual class: inhibitors; further: on the % scale 0 is the no-effect control and ±100 the full control effect
#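 Purified human 12hLO at 150 nM in 25 mM Hepes, 0.01% Triton X-100, pH 7.0, preincubated 15 min at room temperature with compound. Reaction started with 40 uM arachidonic acid, 30 min at room temperature. Hydroperoxide measured by Fe-xylenol orange, 573/405 nm absorbance ratio.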
# Vif-A3F inh: qHTS for Inhibitors of Vif-A3F Interactions: qHTS; Potency, µM (top dose mostly 46.1 µM), for the others: top-dose activity, negative = active; HeLa A3F-eYFP + Vif (tagged APOBEC3F with the HIV-1 protein that degrades it), YFP fluorescence increase; 390,000 compounds, 0.2% hits; further: % of control where 0% means no effect; nearly all actives have a fitted effect of over 65% in size
#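 Fluorescence increase (Ex 488/Em 500-530) after overnight compound treatment at 37 deg C flags inhibition of Vif-driven A3F-eYFP loss in stable HeLa A3F-eYFP/Vif cells seeded overnight beforehand.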
# RGS4 inh: Inhibitors of Regulator of G Protein Signaling (RGS) 4: qHTS; Transcreener GDP fluorescence polarization, RGS4-accelerated GTP hydrolysis; Potency, µM (titrated, usually from 114 µM), without a hit: at the highest dose activity change, negative = inhibition, usual class: inhibitors; 390,000 compounds, 0.039% hits; AID 504845, 2011; further: on the % scale 0 is the no-effect control and ±100 the full control effect; nearly all actives have a fitted effect of over 75% in size; some results filed as inactive show a strong effect at the top dose
# Target sequence (P49798 whole entry, looked up): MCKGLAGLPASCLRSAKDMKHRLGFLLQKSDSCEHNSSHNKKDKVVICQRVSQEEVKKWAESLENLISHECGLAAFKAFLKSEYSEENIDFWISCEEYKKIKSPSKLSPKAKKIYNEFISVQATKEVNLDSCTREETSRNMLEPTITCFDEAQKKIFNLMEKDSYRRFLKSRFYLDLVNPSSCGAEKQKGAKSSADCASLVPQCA
#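 MLSMR compounds (23 nl, pin-transferred) preincubated 10 min at room temperature with a 500nM (2x) first reagent, then RGS4 at 900nM (2x) plus Transcreener GDP mix added; fluorescence polarization (620/688 nm) read before and after 90 min at 30 °C.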
# Vif-A3G inh: qHTS for Inhibitors of Vif-A3G Interactions: qHTS. HeLa A3G-eYFP + Vif (tagged APOBEC3G with the HIV-1 protein that degrades it), YFP fluorescence, overnight. Potency, µM (top dose mostly 46.1 µM), without a hit: at the top dose activity, negative = active, hits mostly inhibitors. 410,000 compounds, 0.076% hits. AID 602310, 2012;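 further: on the % scale 0 is the no-effect control and ±100 the full control effect; nearly all actives have a fitted effect of over 60% in size; hits raise eYFP signal because A3G escapes Vif-driven loss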
#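 Read-out is eYFP fluorescence (Ex 488/Em 500-530) from Vif-expressing HeLa A3G-eYFP cells; more signal means A3G escaped Vif-mediated degradation. Cells plated overnight, compound pinned in, incubated overnight at 37 deg C.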
# TrxR1 inh: qHTS Assay for Inhibitors of Mammalian Selenoprotein Thioredoxin Reductase 1 (TrxR1): qHTS | Thioredoxin reductase 1, cytoplasmic (Rattus norvegicus), O89049 | recombinant rTrxR1, NADPH fluorescence consumption, selenite substrate | Potency, µM (highest dose often 114 µM), for inactives: top-dose activity change, negative = inhibition, usual class: inhibitors | 390,000 compounds, 1% hits; further: on the % scale 0 is the no-effect control and ±100 the full control effect; nearly all actives have a fitted effect of over 65% in size
#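 Rat TrxR1 (90 nM in the dispensed reagent) was pre-reduced with 400 uM NADPH for 5 min at room temperature, then incubated with compound for 15 min. After 400 uM selenite was added, NADPH fluorescence (Ex 340/Em 450 nm) was followed for 8 min.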
# USP1 inh: Inhibitors of USP1/UAF1: Primary Screen. recombinant USP1/UAF1, Ub-Rhodamine cleavage fluorescence. Potency, µM (top dose mostly 57.1 µM), inactives show top-dose activity change, negative = inhibition, actives largely listed as inhibitors. AID 743255, 2014. 390,000 compounds, 0.23% hits. Ubiquitin carboxyl-terminal hydrolase 1 (Homo sapiens), O94782; further: on the % scale 0 is the no-effect control and ±100 the full control effect; nearly all actives have a fitted effect of over 60% in size; inactives centre near -12
# Target sequence (O94782 whole entry, looked up): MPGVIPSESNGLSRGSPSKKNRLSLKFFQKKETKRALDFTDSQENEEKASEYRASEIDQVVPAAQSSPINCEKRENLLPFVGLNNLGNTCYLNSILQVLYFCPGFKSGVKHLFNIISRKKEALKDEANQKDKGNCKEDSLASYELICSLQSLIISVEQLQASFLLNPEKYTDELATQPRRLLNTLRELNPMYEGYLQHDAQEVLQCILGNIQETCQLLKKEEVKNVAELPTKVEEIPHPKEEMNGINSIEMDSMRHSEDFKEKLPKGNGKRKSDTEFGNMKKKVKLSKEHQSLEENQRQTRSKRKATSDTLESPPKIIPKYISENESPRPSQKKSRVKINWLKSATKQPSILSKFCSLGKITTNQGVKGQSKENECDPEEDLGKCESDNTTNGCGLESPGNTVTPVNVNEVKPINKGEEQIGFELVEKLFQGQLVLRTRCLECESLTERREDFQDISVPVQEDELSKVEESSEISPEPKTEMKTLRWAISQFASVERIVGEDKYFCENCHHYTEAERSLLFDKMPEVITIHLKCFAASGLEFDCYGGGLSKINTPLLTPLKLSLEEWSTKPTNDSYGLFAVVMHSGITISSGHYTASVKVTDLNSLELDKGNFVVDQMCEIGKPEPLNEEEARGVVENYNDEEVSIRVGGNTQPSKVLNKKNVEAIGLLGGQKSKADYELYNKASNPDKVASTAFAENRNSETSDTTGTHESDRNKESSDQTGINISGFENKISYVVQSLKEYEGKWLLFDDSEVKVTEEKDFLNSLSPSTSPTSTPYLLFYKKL
#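 Step one: compound is pinned into 1nM USP1/UAF1 in HEPES pH 7.8 buffer with TCEP. Step two: 15 min room-temperature incubation. Step three: Ub-Rho (150nM final) starts cleavage, tracked by fluorescence over six one-minute reads.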
# RXFP1 ag: qHTS Assay for Agonists of the Relaxin Receptor RXFP1; Relaxin receptor 1 (Homo sapiens), Q9HBX9; HEK293T-RXFP1 cAMP TR-FRET, 30 min; response scale: percent of porcine relaxin response, buffer zero; Potency, µM (highest dose often 57.5 µM), for inactives: at the top dose activation, actives largely listed as activators; 370,000 compounds, 0.3% hits; further: on the % scale 0 is the no-effect control and ±100 the full control effect; nearly all actives have a fitted effect of over 60% in size; many of its hits are not listed in these tables
#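 Agonist response is measured as cAMP accumulation in an RXFP1-transfected HEK293T line under PDE4 inhibition. Values are scaled between buffer-only and 29 nM porcine relaxin, and EC50s come from standard Hill equation fits.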
# mIDH1 inhibitor: qHTS for Inhibitors of mutant isocitrate dehydrogenase 1 (IDH1): qHTS | IDH1-R132H enzyme, NADPH consumption, diaphorase/resazurin fluorescence | Potency, µM (titrated, usually from 76.6 µM), without a hit: top-dose activity change, negative = inhibition, most hits filed as inhibitors | 390,000 compounds, 0.093% hits; further: on the % scale 0 is the no-effect control and ±100 the full control effect; nearly all actives have a fitted effect of over 65% in size
#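 IDH1-R132H (0.5 ug/mL dispensed) in pH 7.5 Tris buffer was preincubated 30 min with compound, then given a substrate mix of 0.016 mM NADPH and 2 mM alpha-KG for 80 min at room temperature; remaining NADPH was read by diaphorase/resazurin fluorescence.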
# TrxR1 substrate: qHTS Assay for Substrates of Mammalian Selenoprotein Thioredoxin Reductase 1 (TrxR1): qHTS | Thioredoxin reductase 1, cytoplasmic (Rattus norvegicus), O89049 | purified TrxR1 substrate turnover, NADPH consumption readout | Potency, µM (highest dose often 114 µM), for the others: at the top dose activity change, negative = substrate turnover | 390,000 compounds, 0.01% hits; further: on the % scale 0 is the no-effect control and ±100 the full control effect; nearly all actives have a fitted effect of over 50% in size
#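 Rat TrxR1, dispensed at 90 nM, was prereduced with 400 uM NADPH (final) for 5 min at ~22 deg C, then incubated with compound 15 min before 400 uM selenite. A first-read NADPH fluorescence drop versus no-compound background flagged substrates.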
# Starred values were filed as active, the others as inactive; ? = inconclusive; . = no result given; [ ] = remark or other dose. The call rests on the fitted dose curve; in most records, active means well fitted curve in the direction sought with a large enough effect; inconclusive means small, poorly fitted or top-dose-only effect, or another doubt; inactive means no such curve, though single readings can be large; an effect the other way counts as inactive or inconclusive. Potency means the concentration at half of the fitted maximal effect. This is a subset (hit frequency here may not be typical).
# Each structure is followed by: TrxR1 substrate, Vif-A3G inh, RGS4 inh, mIDH1 inhibitor, RXFP1 ag, 12-LOX inh, TrxR1 inh, Vif-A3F inh, USP1 inh
Cc1ccc(OCC(O)Cn2c(N3CCOCC3)nc3c2c(=O)[nH]c(=O)n3C)cc1 (stereo not given)
  -4%, 0%, -29%[11.4 µM], 1%, 1.6%, 64%[activator], 10%[57.1 µM], 2%, -18%
C=CCNc1nc2c3ccccc3n(C(C)=O)c2s1
  5%[57.1 µM], -4%, ?, 2%, -1.8%, ?, -22%[57.1 µM], 2%, ?
CCOC(=O)c1cccc(NC(=O)c2ccc3c(c2)OCO3)c1
  -11%[57.1 µM], 0%, -18%, -2%, -1.7%, 2%, -7%[57.1 µM], -9%, 4%
CSc1nc2ccccc2n1Cc1cccc([N+](=O)[O-])c1
  -3%[57.1 µM], -12%, -41%, 12%, 0.7%, 0%, 5%[57.1 µM], 1%, -8%
Cc1cc(C)c(C2=NOC3C4CCC(C4)C23)c(C)c1 (stereo not given)
  -10%, -1%, 2%, 2%, -2.6%, 27%, -10%, 2%, -6%
COc1ccc(NS(=O)(=O)c2cccc(NC(=O)CNC(C)=O)c2)cc1
  1%, -1%, 5%, 4%, 6.4%, -13%, 5%, -2%, -11%
CCOC(=O)c1ccsc1NC(=O)CCS(=O)(=O)c1ccccc1
  0%, -28%, -8%, 4%, 0.5%, 5%, 15%, -2%, -8%
COc1ccc(-c2cn3cc([N+](=O)[O-])ccc3n2)cc1OC
  1%, -6%, -4%, 9%, 1.6%, -9%, 14%, 2%, -21%
CCCCNC(=O)COC(=O)c1ccc(SC)cc1OC
  -3%, -1%, 9%, 2%, 0.0%, -24%, 11%, 16%, -6%
COc1ccc(-c2csc(NC3CCCCC3)n2)c(OC)c1
  0%, 0%, ?, 10%, 3.0%, ?, 10%, 1%, ?
Cn1ccsc1=NC(=O)c1cc(S(=O)(=O)N2CCOCC2)ccc1Cl
  -3%, 1%, 12%, 4%, -0.1%, 0%, -2%, 7%, -18%
CCOc1ccc(C(=O)Nc2ccc(CN3CCOCC3)cc2)cc1Br
  4%, 0%, ?, 3%, 0.9%, ?, 4%[57.1 µM], 1%, -9%
COC(=O)c1c(C)oc2ccc(N(C(=O)Oc3ccccc3)S(=O)(=O)c3ccccc3)cc12
  -11%, -4%, -3%, -1%, 0.1%, -13%, -5%, -3%, -21%
COc1ccc(CN2CCC(=O)NC2=O)cc1
  1%, -5%, -14%, 4%, 1.5%, 3%, 15%, -1%, -8%
CCC1=NN2C(=N)/C(=C\c3cccn3-c3ccc(Cl)cc3)C(=O)N=C2S1
  8%[57.1 µM], -3%, -45%, 0%, -0.6%, -7%, 11%[57.1 µM], -10%, -20%
COc1ccc(C(=O)NC(C(=O)N2CCc3ccccc32)C(C)C)cc1 (stereo not given)
  -6%, -4%, -3%, -2%, -0.9%, -3%, 4%, -9%, -2%
CCN1CCN(C(=S)c2ccc(OCC(=O)NCc3ccccc3)cc2)CC1
  -5%, 2%, ?, 1%, 0.1%, -12%, -5%, 4%, -28%
CCOc1ccc(CCNC(=O)C2CCN(S(=O)(=O)N3CCOCC3)CC2)cc1OCC
  9%[57.1 µM], 4%, 2%, 9%, 2.1%, 0%, -8%[57.1 µM], 0%, -10%
O=C(Cc1ccccc1)NCc1ccc2c(c1)OCO2
  -9%[11.4 µM], 1%, -9%, 3%, -0.8%, -10%, 11%[11.4 µM], -10%, -17%
CCOC(=O)c1cc(C)[nH]c(=S)c1C#N
  6%[57.1 µM], 0%, ?, -4%, -0.8%, ?, ?, -8%, 0%
Cc1cc(C(=O)N/N=C/c2c[nH]c3ccccc23)c(C)o1
  -9%[57.1 µM], -9%, 0%, 2%, -0.8%, -11%, -17%[57.1 µM], 3%, -5%
Cc1cccc2c1cnn2C(=O)CCC(=O)N1CCC(C)CC1
  3%[57.1 µM], 4%, 11%, 16%, -0.4%, 12%, 6%[57.1 µM], -7%, -9%
CCOC(=O)/C(C#N)=C1/C=CN(Cc2ccccc2)C=N1
  -2%[57.1 µM], 1%, 17%, 3%, 0.0%, 3%, -11%[57.1 µM], -3%, -5%
C/C=C/C(=O)OCC(=O)Nc1ccc(OC)c(Cl)c1
  7%[57.1 µM], -8%, 7%, 16%, 0.1%, -10%, 5%[57.1 µM], -3%, 2%
NC(=O)CC[C@H](NC(=O)c1ccc(F)cc1)C(=O)N1CCN(Cc2ccc3c(c2)OCO3)CC1
  7%[57.1 µM], 4%, 24%, 2%, ., -2%, 10%[57.1 µM], -2%, -6%
Cc1cc(-c2ccc(Cl)cc2Cl)c(C#N)c(=O)[nH]1
  6%, -2%, -14%[11.4 µM], -9%, 0.9%, 6%, 6%, 3%, -28%
O=C(COc1ccc2ccccc2c1)Nc1ccc(Br)cc1C(=O)O
  3%[57.1 µM], 1%, 12%, 5%, 2.5%, ?, -6%[57.1 µM], 1%, -14%
COc1ccc(Cl)cc1NC(=O)CSc1nnc(C2CC2)n1C
  8%[0.0914 µM], -7%, 1%, -3%, -2.5%, 1%, 20%[0.0914 µM], 15%, -9%
Cc1ccc(-n2nc3ccc(N)cc3n2)cc1Cl
  22%, -1%, 8%, 0%, 15%, 0%, 36%, 0%, -6%
CC(=O)OCC1=C(C(=O)O)N2C(=O)C(NC(=O)c3ccc(F)cc3)C2SC1 (stereo not given)
  -2%, -3%, -5%[56.9 µM], -12%, 0.0%, ?, ?, ?, 5%
CCOc1ncccc1C(=O)Nc1cc2c(cc1Br)OCCO2
  -1%, -25%, 4%, 0%, ., ?, 6%, -20%, -20%
Cc1ccc(CS(=O)(=O)CCC(=O)NCc2ccccc2Cl)cc1
  3%, -1%, -10%[56.9 µM], 19%, -0.6%, 11%, 6%, 2%, -13%
COc1ccc(CC(=O)N2CCc3cc(OC)c(OC)cc3C2COc2cc(C)cc(C)c2)cc1OC (stereo not given)
  1%[57.1 µM], -5%, -5%, 5%, 4.0%, -18%, 9%[57.1 µM], 2%, ?
CCc1ccccc1NC(=O)CNC(=O)CNC(=O)Cc1ccccc1
  -8%, 0%, -15%, 0%, -0.1%, -8%, 8%, -11%, -10%
O=C(CCC(=O)OCC(=O)c1ccccc1)Nc1cccc(Cl)c1
  -3%, -1%, -5%, -3%, 0.4%, -13%, -7%[57.1 µM], 9%, 3%
O=C(O)c1ccc(NS(=O)(=O)c2ccc3c(c2)OCCCO3)cc1
  -5%, 0%, 6%, -6%, 0.0%, -1%, 9%, -7%, -24%
Cc1ccc(C(=O)NCc2n[nH]c(=S)n2-c2ccccc2)cc1[N+](=O)[O-]
  3%[57.1 µM], 0%, 7%, -7%, 6.5%, -3%, -14%[57.1 µM], -3%, -16%
COC(=O)c1ccc(C)c(NC(=O)CCc2ccc(OC)cc2)c1
  -3%, 2%, -8%, 3%, 2.0%, 4%, 26%, -4%, -5%
COc1ccc(CNc2cc(C)ccn2)cc1
  -2%, 0%, 2%[56.9 µM], 0%, -3.7%, 0%, 12%, 6%, -4%
CCCCc1ccc(NS(=O)(=O)c2c(C)n(C)c(=O)n(C)c2=O)cc1
  3%[57.1 µM], 0%, -12%, 7%, 6.8%, 12%, 7%[57.1 µM], 3%, -23%
CCC1(CC)NC(=O)N(CC(=O)Nc2sc3c(c2C(N)=O)CCC3)C1=O
  0%, -7%, -46%, 3%, 1.3%, -7%, ?, -18%, -11%
Cc1ccc(CNC(=O)c2cc3sccc3n2Cc2ccc(F)cc2)cc1
  -4%, 3%, 27%, 9%, -1.7%, -7%, 12%, -19%, -8%
Cc1ccc(SCn2nnc3ccccc3c2=O)c(C)c1
  8%, 0%, -18%, 8%, -0.7%, -16%, 11%, 7%, -15%
CCCSCCCNC(=O)Cn1cc2c(n1)CCC(C)C2 (stereo not given)
  -5%, 1%, -24%, -6%, 1.1%, 168%[activator], 5%[57.1 µM], 2%, -8%
O=C(NCC1CC1)C1(C(F)(F)F)C/C(=C\CCO)CCCO1 (stereo not given)
  3%, 2%, 15%, ., ., ., 18%[57.1 µM], ., .
COc1cc(N2CCCC2)ccc1C=O
  4%[57.1 µM], 5%, -5%, -3%, -3.2%, -13%, 4%[57.1 µM], 0%, -10%
O=C(NCN1C(=O)C2C3C=CC(C3)C2C1=O)Nc1ccccn1 (stereo not given)
  -13%[11.4 µM], 1%, -6%, 0%, -1.4%, -1%, -10%[11.4 µM], 0%, -22%
O=C(NCC1CCCO1)C1CCN(S(=O)(=O)c2ccccc2)CC1 (stereo not given)
  -1%[57.1 µM], 1%, -11%, 2%, -0.1%, -6%, 19%[57.1 µM], -6%, -15%

# Screening data (PubChem BioAssay)
